V1aR counter = activates human V1a receptor in oxytocin agonist counter-screen. P37288. CHO-V1R cells, Fluo-8 calcium fluorescence, agonist mode; 0% DMSO, 100% 3 nM vasopressin. activation, % at 3 µM. hit rate 0.25% among 320,000. AID 2797;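 active = activation above the mean activation of all tested compounds plus 3 SD, per screening run, cut at about 20% in these data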;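 note: signal is peak over basal fluorescence ratio across a 100 second FLIPR read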
Target sequence (P37288 whole entry, looked up): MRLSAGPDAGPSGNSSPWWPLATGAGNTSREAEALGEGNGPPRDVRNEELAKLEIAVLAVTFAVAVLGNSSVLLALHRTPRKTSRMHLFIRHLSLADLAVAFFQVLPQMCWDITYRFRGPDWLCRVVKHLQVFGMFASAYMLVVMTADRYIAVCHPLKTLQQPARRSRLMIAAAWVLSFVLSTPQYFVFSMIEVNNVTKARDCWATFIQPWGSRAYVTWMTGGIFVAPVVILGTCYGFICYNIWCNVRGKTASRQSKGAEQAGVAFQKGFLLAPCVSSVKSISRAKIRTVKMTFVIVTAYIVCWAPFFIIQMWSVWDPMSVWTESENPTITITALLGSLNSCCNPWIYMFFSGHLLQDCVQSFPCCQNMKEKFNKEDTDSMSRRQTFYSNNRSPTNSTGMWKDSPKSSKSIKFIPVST
PHOSPHO1 block = blocks human PHOSPHO1 phosphatase activity; Q8TCT1; recombinant PHOSPHO1, absorbance phosphatase assay; inhibition, % at 13.3 µM; hit rate 1.1% among 290,000; in the data active = inhibition above about 60%
MEKK2 mut-MEK5 = signal of MEK5 binding to mutant human MEKK2 PB1 domain. bead flow cytometry, Alexa488-MEK5 binding to MEKK2 mutant. percent response, % at 10 µM. hit rate 0.35% among 290,000; in the data active = percent response above about 24%, passing the limit was not always enough; note: inactives centre near 1; some results filed as inactive read as strong as hits; reference of the scale not given here
GPR7 antag = human neuropeptides B/W receptor 1 antagonism; AID 1861; GPR7-expressing cells, fluorescence antagonist assay; inhibition, % at 4.4 µM; hit rate 1.1% among 290,000; P48145; in the data active = inhibition above about 16%, passing the limit was not always enough;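 note: cells stimulated with the agonist NPW; 0% = agonist with vehicle and 100% = vehicle without agonist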
Target sequence (P48145 whole entry, looked up): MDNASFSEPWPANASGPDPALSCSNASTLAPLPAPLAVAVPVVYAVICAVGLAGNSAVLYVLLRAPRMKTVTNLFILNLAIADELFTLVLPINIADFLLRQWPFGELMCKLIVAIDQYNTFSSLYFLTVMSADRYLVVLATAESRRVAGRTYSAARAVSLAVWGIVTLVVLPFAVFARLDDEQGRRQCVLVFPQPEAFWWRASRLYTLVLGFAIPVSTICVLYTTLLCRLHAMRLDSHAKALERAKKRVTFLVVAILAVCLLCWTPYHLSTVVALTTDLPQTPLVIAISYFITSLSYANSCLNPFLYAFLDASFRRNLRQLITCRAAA
MEKK2wt PB1 HTS = raises or lowers MEK5 binding to wildtype human MEKK2 PB1 domain | Q9Y2U5 | bead flow cytometry, Alexa488-MEK5 binding to MEKK2 WT; actives lie on both sides | binding response (% of control), % at 10 µM | hit rate 1.1% among 290,000; in the data active = binding response below about 67% or above about 130%
OXTR ag = agonists of human oxytocin receptor; P30559; CHO-OTR cells, Fluo-8 calcium fluorescence; normalized: DMSO 0%, oxytocin 100%; activation, % at 3 µM; hit rate 0.32% among 320,000;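 active = activation above the mean of all tested compounds plus 3 SD, cutoff set per screening run, cut at about 20% in these data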;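 note: peak over basal fluorescence ratio from a 100 s FLIPR kinetic read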
NALP1 inh = NALP1 inhibition | S. cerevisiae NALP1/ASC/caspase-1 growth, X-gal OD620, 72 h | inhibition, % at 10 µM | hit rate 0.61% among 280,000 | AID 2071; in the data active = inhibition mostly above about 24%, no sharp cut-off; inactive = mostly below about 32%; note: some compounds called inactive have numbers as strong as hits
GalR3 antagonist = blocks the human galanin receptor 3 | hit rate 0.44% among 360,000 | HEK293 GalR3-CNG cAMP membrane potential fluorescence; galR3 body fused to GalR1 C-terminus | O60755 | inhibition, % at 3 µM;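 active = inhibition above the screen-wide average plus 3 SD, cut at about 13% in these data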;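 note: forskolin and galanin both at EC90 stimulate the cells; cAMP rise reported by CNG channel membrane potential dye signal; 0% = forskolin plus galanin with DMSO and 100% = forskolin alone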
Target sequence (O60755 1-299 limits assumed): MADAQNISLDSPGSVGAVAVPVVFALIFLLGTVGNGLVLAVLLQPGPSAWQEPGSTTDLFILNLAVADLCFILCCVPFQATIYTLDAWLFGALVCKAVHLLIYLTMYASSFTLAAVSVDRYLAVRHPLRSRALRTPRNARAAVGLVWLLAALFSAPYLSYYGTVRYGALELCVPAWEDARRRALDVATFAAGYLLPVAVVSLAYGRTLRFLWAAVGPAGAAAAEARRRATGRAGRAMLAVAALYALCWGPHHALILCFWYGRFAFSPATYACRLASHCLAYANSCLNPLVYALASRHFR
MEKK3 PB1 HTS = MEKK3-MEK5 PB1 interaction, increase or decrease; bead-based flow cytometry, Alexa488-MEK5 binding to MEKK3; actives lie on both sides; 0 = blocked by unlabeled MEK5, 100 = vehicle; binding response (% of control), % at 10 µM; hit rate 1.4% among 290,000; AID 1529;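 active = binding response more than 3 SD above or below the average of its plate-row segment, actives on both sides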;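 note: Alexa488 bead fluorescence after subtracting the streptavidin-only scavenger bead signal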
Numbers without * were called inactive; x = no result given; [ ] = remark or other dose.

SMILES | V1aR counter | PHOSPHO1 block | MEKK2 mut-MEK5 | GPR7 antag | MEKK2wt PB1 HTS | OXTR ag | NALP1 inh | GalR3 antagonist | MEKK3 PB1 HTS
COc1ccccc1CC(NC(C)=O)C(=O)NC1CCN(C(=O)Nc2ccccc2C)CC1 (configuration not stated) | 0.2 | 31 | 2 | -12 | 98 | 0.2 | 15 | -8 | 99
N#Cc1cnn2ccn(C3OC(CO)C(O)C3O)c12 (configuration not stated) | 0.7 | 33 | 5 | -12 | 99 | 0.6 | -4 | -8 | 98
N#Cc1nn(-c2ccccc2)nc1N1CCCCC1 | -0.3 | -18 | 17 | 8 | 103 | -1.6 | -2 | 7 | 106
CC(=O)Oc1ccc2c3c(c(=O)oc2c1C)CCCC3 | 3.6 | 25 | 0 | 19 | 103 | 0.6 | 8 | -7 | 102
S=C(NCC1CCCCC1)Nc1ccc(Oc2ccccc2)cc1 | 8.3 | 3 | 2 | -4 | 127 | 3.8 | 24 | -5 | 98
O=C(CCN1N=C(c2ccccc2)CCC1=O)NCC1CCCO1 (configuration not stated) | 0.5 | 28 | 1 | -10 | 104 | 0.2 | 18 | 4 | 101
O=C1C2=C(CCCC2)C(=O)N1CNc1ccccc1 | -0.5 | 46 | 0 | -1 | 100 | 2.1 | 2 | 0 | 101
COc1ccccc1OC(C)C(=O)N(Cc1ccco1)C1CCS(=O)(=O)C1 (configuration not stated) | 0.5 | 23 | -6 | 0 | 98 | -1.0 | 5 | x | 99
O=C(COc1ccccc1Cl)Nc1ccccc1C(=O)N1CCOCC1 | -1.1 | x | -1 | 6 | 98 | -0.5 | 6 | 0 | 98
CC(C)(C)NC(=O)CSc1nc(N)c(-c2ccccc2)c(=O)[nH]1 | 1.1 | 9 | -10 | 0 | 93 | 0.3 | -14 | -4 | 98
O=C(COC(=O)C1CCN(S(=O)(=O)c2ccccc2)CC1)NC(=O)c1ccc(OC(F)F)cc1 | 4.7 | -1 | 2 | -6 | 111 | 3.3 | 2 | -1 | 107
COc1ccc2[nH]c(CN3CCC(CO)(CCOc4ccccc4)CC3)c(C)c2c1 | 3.3 | 19 | -5 | 16 | 110 | 9.9 | 6 | -6 | 105
O=C(Nc1ccc(Cl)cc1Cl)C1CCCO1 (configuration not stated) | -1.3 | 41 | 17 | -16 | 101 | -1.8 | 8 | -8 | 103
Cn1c(Cc2ccc3c(c2)OCO3)nnc1SCC(=O)NC(C)(C)C | -0.3 | 28 | -12 | 2 | 64 | 0.8 | -2 | 0 | 65*[inhibitor]
O=C1c2ccsc2SCCN1Cc1ccccc1Cl | -1.0 | -50 | 3 | 6 | 100 | -1.7 | 5 | 1 | 100
COCCN1CCN(C(=O)C2CCC(=O)N(CCCc3ccccc3)C2)CC1 (configuration not stated) | -0.2 | 4 | 6 | -3 | 103 | 0.1 | -7 | -1 | 102
CC(=O)c1sc2nc(C)cc(C)c2c1N | -0.7 | -2 | -3 | 7 | 101 | -1.2 | 35 | -5 | 103
CCCc1cc(=O)oc2cc(C)cc(OCC(=O)NCc3ccncc3)c12 | -0.8 | 56 | -4 | -7 | 94 | -0.4 | 20 | -8 | 95
N#Cc1nc(-c2ccco2)oc1N1CCN(c2cccc(Cl)c2)CC1 | -0.2 | 11 | 2 | 2 | 104 | -1.2 | 9 | -4 | 107
O=C(COc1ccc(S(=O)(=O)N2CCCC2)cc1)N1CCN(c2ccccc2F)CC1 | 2.0 | 20 | 1 | 6 | 105 | 2.6 | 14 | -6 | 102

Looked up above.
Under NALP1 inh, COCCN1CCN(C(=O)C2CCC(=O)N(CCCc3ccccc3)C2)CC1 (configuration not stated) shows -7
Under V1aR counter, CCCc1cc(=O)oc2cc(C)cc(OCC(=O)NCc3ccncc3)c12 shows -0.8
Under OXTR ag, Cn1c(Cc2ccc3c(c2)OCO3)nnc1SCC(=O)NC(C)(C)C shows 0.8
Under GPR7 antag, COc1ccccc1CC(NC(C)=O)C(=O)NC1CCN(C(=O)Nc2ccccc2C)CC1 (configuration not stated) shows -12

(cont.)
SMILES | V1aR counter | PHOSPHO1 block | MEKK2 mut-MEK5 | GPR7 antag | MEKK2wt PB1 HTS | OXTR ag | NALP1 inh | GalR3 antagonist | MEKK3 PB1 HTS
COCCN(C(=O)CC1C(=O)NCCN1Cc1ccc(-c2ccccc2)cc1)C(C)C (configuration not stated) | 0.6 | 44 | 23 | -19 | 126 | 2.3 | 1 | 3 | 108
CC1(C)CC(C(=O)Nc2nccs2)CCO1 (configuration not stated) | 0.5 | 31 | 6 | -8 | 104 | 0.1 | 1 | 3 | 101
Cc1ccc(-c2noc(CCC(=O)NCC3CCCO3)n2)cc1 (configuration not stated) | -0.3 | 15 | 3 | -2 | 105 | -0.5 | -1 | 1 | 106
O=C(CSc1nnc(-c2cccs2)n1CC1CCCO1)c1cc2ccccc2o1 (configuration not stated) | 2.2 | 56 | x | -2 | x | 0.1 | -8 | 0 | x
C/C(=N/OC(=O)c1ccc(C(F)(F)F)cc1)c1oc(C)nc1C | 7.4 | 34 | 3 | -4 | 100 | -1.2 | -36 | -4 | 101
CCOC(=O)c1c(C)[nH]c(C)c1C(=O)COC(=O)c1ccccc1O | 1.0 | -4 | 4 | -2 | 115 | 1.8 | 34 | -1 | 98
COc1cc(OC)nc(NC(=O)COC(=O)c2cccc(Cl)c2)n1 | 0.1 | 8 | -3 | -6 | 95 | -0.5 | 15 | -6 | 102
CCN(CC#CCC1(O)c2ccccc2-c2ccccc21)C(C)C | 0.4 | -23 | x | 3 | x | 1.6 | 8 | -3 | x
Cc1cc(C)n(CCNS(=O)(=O)c2ccc(C)c(C)c2)n1 | -0.6 | -6 | 9 | -7 | 106 | 0.0 | 4 | -8 | 102
Cc1ccc(CNC(=O)COc2ccc(C(=O)c3ccc(F)cc3)cc2)cc1 | 0.9 | 14 | 16 | -3 | 113 | 0.6 | 1 | -2 | 100
CCN(CCCNC(=O)CCNC(=O)Cn1cnc2ccccc2c1=O)c1cccc(C)c1 | 0.5 | 7 | 0 | -6 | 96 | -1.2 | 25 | -4 | 95
CCOC(=O)c1cccc(NC(=O)CSc2nnc(COc3ccc(Cl)cc3)o2)c1 | 3.2 | 19 | 0 | 1 | 103 | 0.0 | 11 | -6 | 101
CCCc1cc(C(=O)N2CCCC(N3CCN(c4ccccc4F)CC3)C2)n(C)n1 (configuration not stated) | 0.5 | 26 | 8 | -7 | 106 | -1.1 | 11 | 2 | 102
COc1ccc(SCc2noc(C(=O)NC(C)C)c2C(=O)O)cc1 | 1.4 | 42 | 3 | -11 | 107 | -0.6 | -3 | -4 | 98
O=C(c1nc2ccccn2c1CN1CCCC(O)C1)N1CCN(C2CCCCC2)CC1 (configuration not stated) | 0.0 | 38 | 4 | -2 | 104 | 1.0 | 7 | -1 | 97
O=C(O)c1cn(-c2ccccc2)nc1C(=O)O | 0.9 | 17 | -4 | -14 | 95 | -0.4 | 7 | 0 | 99
O=c1c2ccccc2nc(SCc2nc3ccccc3s2)n1CCCO | 1.6 | -42 | 21 | -9 | 110 | 1.9 | 2 | 3 | 104
Nc1nnc(CC(=O)N/N=C/c2ccc(-c3ccccc3)o2)s1 | 0.1 | -6 | 18 | -2 | 109 | 0.3 | 16 | -5 | 108
CCOc1ccc(Br)cc1S(=O)(=O)NCc1ccc(S(N)(=O)=O)cc1 | -0.6 | 47 | 0 | 0 | 97 | -0.3 | -19 | -4 | 102
O=C(COC(=O)C1COc2ccccc2O1)NC(=O)NC1CCCC1 (configuration not stated) | -1.4 | -7 | -8 | 5 | 91 | -1.2 | 6 | 1 | 83
CC(C)C[C@H](NC(=O)N1CCn2c1nc1ccccc12)C(=O)N[C@@H](C(=O)O)c1ccccc1 | -0.1 | 34 | 0 | 3 | 100 | 0.1 | 1 | -1 | 99
COc1cc(NC(=O)c2ccc(Br)o2)ccc1NC(=O)C(C)C | -0.5 | -56 | 9 | -1 | 109 | -0.7 | 5 | -1 | 107
O=C(CCCn1c(=O)[nH]c2cc(Cl)ccc2c1=O)NCC1CCCO1 (configuration not stated) | 0.4 | -6 | x | -8 | x | 1.2 | 8 | -5 | x
CC(=O)Nc1ccc(C(=O)N2CCCc3ccccc32)cc1 | 1.2 | 41 | 21 | -14 | 105 | 1.1 | -4 | -3 | 104
CS(=O)(=O)N(CC(=O)N1CCN(Cc2ccccc2)CC1)c1cccc(F)c1 | 1.1 | 29 | 1 | 10 | 104 | 0.3 | 16 | -9 | 104
CN1C(=O)/C(=C/c2cn(CC(=O)NCc3ccco3)c3ccccc23)NC1=S | -0.7 | 16 | 1 | 2 | 96 | 0.3 | -1 | -3 | 101
CCN(CC)S(=O)(=O)c1cc(NC(=O)C(C)Nc2ccccc2N2CCOCC2)ccc1C (configuration not stated) | -1.6 | 36 | 6 | -4 | 97 | -2.1 | 7 | -5 | 108
C/C(=N\NC(=O)c1ccc(Br)cc1)c1cccc(NC(=O)c2cccnc2)c1 | -0.5 | -153 | -6 | -17 | 97 | -1.4 | 6 | -4 | 106
Cc1ccc(-c2ccc(CCC(=O)O)n2-c2ccc(C(=O)O)cc2)cc1 | x | 9 | -8 | 22 | 97 | x | 16 | -8 | 93
COc1cccc(C(=O)Nc2ccc(N3CCN(C(=O)c4ccco4)CC3)cc2)c1 | 4.2 | 30 | -7 | 5 | 92 | 2.7 | 24 | -3 | 98
Cc1ccc(C)c(NC(=O)CCC(=O)N/N=C/c2ccc3c(c2)OCO3)c1 | 3.9 | 40 | 0 | -21 | 100 | 1.2 | 4 | -4 | 100
CCn1nccc1C(=O)Nc1cc(Cl)cc(Cl)c1 | -1.2 | -10 | 2 | 5 | 100 | -1.8 | -6 | -2 | 116
O=C(c1ccc2ncsc2c1)N1CCN(c2ccc(O)cc2)CC1 | -0.4 | 22 | -3 | 4 | 96 | 0.1 | -3 | -7 | 95
O=C(Nc1ccccc1C(=O)NCc1cccnc1)c1ccc(Cl)cc1Cl | 1.1 | -4 | -2 | 6 | 94 | 0.5 | 12 | -3 | 93
O=C(CSC(=S)N1CCOCC1)Nc1nc(=O)c2ccccc2s1 | -0.1 | 11 | -2 | 0 | 87 | 0.4 | 25 | x | 92
COC(=O)c1c(NC(NC(=O)CC(C)C)C(Cl)(Cl)Cl)sc2c1CCC2 (configuration not stated) | -0.4 | -4 | 0 | -19 | 105 | -1.7 | 1 | -3 | 102
CCn1ncc(Br)c1C(=O)Nc1ccc(Cl)cn1 | -2.5 | 6 | 4 | -16 | 105 | -1.8 | 21 | -1 | 99
COc1ccc(S(=O)(=O)c2c[nH]c(=S)[nH]c2=O)cc1Cl | x | 20 | -5 | 7 | 99 | x | -5 | 0 | 97
Cc1ccc(-c2n[nH]c(=S)n2/N=C/c2sccc2C)cc1 | -1.1 | -65 | -3 | -5 | 94 | -2.0 | -1 | -2 | 97
Cc1cc(C)cc(N(CC(=O)NCc2ccc(F)cc2)C(=O)CCC(=O)Nc2ccccn2)c1 | 0.7 | 37 | 9 | -4 | 100 | -0.2 | 14 | -3 | 101
O=c1nc(Nc2ccc(OCc3ccccc3)cc2)sc2ncccc12 | 0.6 | 28 | 0 | -3 | 94 | 0.5 | -2 | -7 | 100
O=C(NCC1CCCO1)c1cnn2c1NC(c1ccccc1)CC2C(F)(F)F (configuration not stated) | -0.1 | -40 | 4 | 4 | 98 | -0.9 | 5 | 6 | 99

Fetched by structure from the list above, two records:
SMILES | V1aR counter | PHOSPHO1 block | MEKK2 mut-MEK5 | GPR7 antag | MEKK2wt PB1 HTS | OXTR ag | NALP1 inh | GalR3 antagonist | MEKK3 PB1 HTS
Cc1ccc(C)c(NC(=O)CCC(=O)N/N=C/c2ccc3c(c2)OCO3)c1 | 3.9 | 40 | 0 | -21 | 100 | 1.2 | 4 | -4 | 100
CC(C)C[C@H](NC(=O)N1CCn2c1nc1ccccc12)C(=O)N[C@@H](C(=O)O)c1ccccc1 | -0.1 | 34 | 0 | 3 | 100 | 0.1 | 1 | -1 | 99
